# CRFBP-R2 block: blocks CRF-induced signaling of the CRF-BP/CRF-R2 complex; 0.59% of 350,000 active; AID 588475; inhibition, % at 11.8 µM; HEK293 CRF-R2/CRF-BP, CRF-induced calcium fluorescence;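 active = inhibition of the ligand-induced calcium signal above about 50% at the single tested concentration, limit read from the data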
# M5 antag: blocks acetylcholine activation of human M5 receptor. CHO-hM5 cells, Fluo-8 calcium fluorescence, ACh EC80. inhibition, % at 3 µM. 0.59% of 360,000 active;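 active = inhibition above a per-plate cutoff, the mean of that plate's test compounds plus 3 SD, cut at about 27% in these data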;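 note: 0% = acetylcholine EC80 with DMSO and 100% = DMSO without agonist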
# Target sequence (P08912 whole entry, looked up): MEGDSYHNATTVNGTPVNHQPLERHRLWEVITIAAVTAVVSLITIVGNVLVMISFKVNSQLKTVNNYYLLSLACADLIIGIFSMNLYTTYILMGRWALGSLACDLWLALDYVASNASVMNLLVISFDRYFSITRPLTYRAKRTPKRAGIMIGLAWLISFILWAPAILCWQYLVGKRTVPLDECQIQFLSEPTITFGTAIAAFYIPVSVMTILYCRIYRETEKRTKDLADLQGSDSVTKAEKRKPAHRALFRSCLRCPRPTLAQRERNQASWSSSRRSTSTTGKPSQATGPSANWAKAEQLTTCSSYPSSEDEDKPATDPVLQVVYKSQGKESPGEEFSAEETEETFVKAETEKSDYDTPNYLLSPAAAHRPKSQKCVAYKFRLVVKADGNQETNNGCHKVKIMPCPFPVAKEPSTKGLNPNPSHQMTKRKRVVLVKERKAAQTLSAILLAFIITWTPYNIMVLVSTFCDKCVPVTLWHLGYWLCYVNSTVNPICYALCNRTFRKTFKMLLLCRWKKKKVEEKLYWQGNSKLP
# CHRM5 PAM: CHRM5 positive allosteric modulation; activation, % at 3 µM; CHO-K1 hM5, Fluo-8 calcium, ACh EC20 PAM; 0% = ACh EC20, 100% = ACh EC100; 0.3% of 360,000 active; P08912;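 active = activation above the run cutoff, the mean activation of all test compounds plus 3 SD, cut at about 18% in these data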
#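 Replicates: One well per compound, no replicates | System: Human M5 receptor in CHO-K1 cells | Benchmarks: Low control EC20 acetylcholine (0%), high control EC100 acetylcholine (100%) | Probe or stimulus: Acetylcholine, EC20 level | Times: Fluo-8 loading 80 min at 37 °C plus 30 min room temperature | Signal: Intracellular calcium via Fluo-8 fluorescence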
# CHRM4 antagonist: CHRM4 antagonism in calcium assay. CHO-hM4 cells, ACh EC80, Fluo-8 calcium fluorescence. inhibition, % at 3 µM. P08173. 0.73% of 360,000 active. AID 624125;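 active = inhibition above its plate's cutoff, the mean inhibition of sample wells plus 3 SD, cut at about 27% in these data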;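 note: 0% = acetylcholine EC80 with DMSO and 100% = DMSO without agonist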
# Target sequence (P08173 whole entry, looked up): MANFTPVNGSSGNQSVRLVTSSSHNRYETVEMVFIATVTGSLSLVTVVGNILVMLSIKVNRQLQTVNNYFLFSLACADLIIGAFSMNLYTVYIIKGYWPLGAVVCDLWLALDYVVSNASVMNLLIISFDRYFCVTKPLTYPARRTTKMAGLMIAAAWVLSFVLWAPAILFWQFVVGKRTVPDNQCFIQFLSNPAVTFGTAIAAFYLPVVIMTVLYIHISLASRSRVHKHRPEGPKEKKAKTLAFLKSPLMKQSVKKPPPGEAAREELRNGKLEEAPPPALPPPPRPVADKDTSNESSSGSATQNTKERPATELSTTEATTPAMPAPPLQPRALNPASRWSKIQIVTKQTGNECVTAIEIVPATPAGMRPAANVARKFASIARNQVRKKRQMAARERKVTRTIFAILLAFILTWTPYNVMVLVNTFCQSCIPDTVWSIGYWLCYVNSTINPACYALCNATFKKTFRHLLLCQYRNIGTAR
# M5 ag: CHRM5 agonism in calcium assay. P08912. activation, % at 3 µM. AID 624037. CHO-K1 hM5 cells, Fluo-8 calcium fluorescence; 0% DMSO wells, 100% maximal acetylcholine response. 0.19% of 360,000 active;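 active = activation above the run's mean over test compounds plus 3 SD, cut at about 23% in these data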;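 note: signal is peak over basal fluorescence ratio across the kinetic read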
# CHRM4 PAM: positive allosteric modulators of human muscarinic M4 receptor. P08173. CHO-K1 hM4/Gqi5, Fluo-8 calcium fluorescence, ACh EC20; 0% = ACh EC20, 100% = maximal ACh. activation, % at 3 µM. 0.4% of 360,000 active. AID 624126;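 active = activation above its plate's cutoff, the mean activation of sample wells plus 3 SD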; note: some results filed as inactive read as strong as hits
# M4 ag: agonists of human muscarinic M4 receptor (CHRM4); activation, % at 3 µM; CHO-K1 hM4/Gqi5, Fluo-8 calcium fluorescence; vehicle 0%, full acetylcholine response 100%; 0.14% of 360,000 active; P08173; AID 624127;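 active = activation above the run mean over all test wells plus 3 SD, cut at about 32% in these data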;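 note: peak over basal fluorescence ratio per well then scaled between controls; 0% = DMSO wells and 100% = acetylcholine at EC100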
# IDE inh: inhibitors of human insulin-degrading enzyme in cells; 0.41% of 320,000 active; HEK cells, FAbetaB cleavage, fluorescence polarization; inhibition, % at 5.59 µM; AID 434962;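 active = percent inhibition above the average of all tested compounds plus 3 SD, set per screening campaign, cut at about 16% in these data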;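 note: IDE supplied by intact live HEK cells; FP after avidin binding of uncleaved biotin substrate so inhibition keeps polarization high; 0% = DMSO wells and 100% = 60 µM reference IDE inhibitor Ii1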
# CRFBP-R2 agonist: CRF-BP/CRF-R2 complex agonism | HEK293 CRF-R2/CRF-BP, calcium dye fluorescence (FLIPR); percent of saturating CRF peptide response | AID 588473 | 0.46% of 350,000 active | activation, % at 13.2 µM;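 active = activation of at least 50%, plus an integration ratio under a set limit after plate pattern correction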;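 note: plate controls were neutral control wells without compound for no effect and CRF at EC100 for full effect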
# The depositor's hits bear a star; · = not tested or not shown. This is a random part of the collection (roughly 2.9% active in at least one column).
SMILES,CRFBP-R2 block,M5 antag,CHRM5 PAM,CHRM4 antagonist,M5 ag,CHRM4 PAM,M4 ag,IDE inh,CRFBP-R2 agonist
COc1ccc(C)cc1S(=O)(=O)N1CCCC(C(=O)N2CCN(c3ccccc3)CC2)C1 (stereo not given),0,11,-6,4,-3,-4,12,4,0.1
CC(=O)c1c(C)[nH]c(C(=O)COc2ccc3c(C)cc(=O)oc3c2)c1C,3,6,4,-1,0,1,-1,1,0.1
O=C1c2cc(S(=O)(=O)NCCCO)ccc2-c2ccc(S(=O)(=O)NCCCO)cc21,0,-1,6,-2,-1,0,0,0,-0.5
COC(=O)c1ccc(CN2CCc3ccc(NC(=O)c4ccncc4)cc3C2)cc1,14,-12,-5,3,-1,-14,12,7,0.7
COc1ccc(N=C2SC(CC(=O)Nc3ccccc3)C(=O)N2Cc2ccco2)cc1 (stereo not given),7,-5,0,7,-2,1,2,3,15
Cc1c(Nc2nc3ccccc3nc2NS(=O)(=O)c2cccc(Cl)c2)c(=O)n(-c2ccccc2)n1C,1,-2,-4,-2,-3,-1,0,5,-1.8
Cc1ccsc1C(=O)N1CCCC1(C)C(=O)NCC(C)C (stereo not given),·,9,6,3,0,-3,0,·,·
COc1ccc(-c2c(NC(=O)c3ccco3)n(-c3ccccc3)nc(C)c2=O)cc1,-5,1,-1,-2,0,5,1,0,3.2
COc1ccc(-c2csc3ncnc(N4CCN(Cc5ccccc5)CC4)c23)cc1,-26,-4,-5,0,-2,-4,6,0,2.0
CC(C)C[C@H](NC(=O)c1[nH]cnc1C(=O)N[C@@H](Cc1ccccc1)C(=O)OCc1ccccc1)C(=O)OCc1ccccc1,-1,15,-7,9,2,-3,3,-1,0.2
NNC(=O)c1cc2ccccc2cc1NS(=O)(=O)c1ccccc1,17,-1,-8,-5,7,-7,10,-2,-0.1
O=C(O)c1ccc(Nc2cccc(F)c2)c([N+](=O)[O-])c1,8,2,11,-3,-4,3,0,1,-0.5
COc1ccccc1NC(=O)CSc1nc2ccccc2c(=O)n1CCNC(C)=O,-3,2,-4,-4,0,-3,0,-4,0.3
COc1ccc(OC)c(NC(=O)c2cc(S(=O)(=O)N(C)C)ccc2N2CCCC2)c1,4,4,-1,-4,-1,5,4,-1,-1.7
Cn1ccc2c(-c3ccc(C(=O)O)cc3)cc3c(c21)C1CCC3O1 (stereo not given),·,1,-2,-10,-3,-7,-2,·,·
CC1(C)CC(NC(=O)COc2ccc3ccccc3c2)CC(C)(C)N1,-8,-2,8,-4,-2,-4,1,-3,-0.2
Cc1cc(NC(=O)C(C)SCC(=O)Nc2ccc(Br)cc2Br)no1 (stereo not given),-12,4,5,-4,0,1,2,1,-0.7
C=CC[n+]1c(C)csc1Nc1cccc(Br)c1,-1,6,3,-8,-7,-3,-2,2,-4.9
Cn1nc2c(c1C(=O)N1CCCC(C(=O)c3cc(F)ccc3F)C1)CCCC2 (stereo not given),4,6,-3,4,-1,3,6,2,0.6
O=C(Nc1ccc(NC(=O)C2CCCCC2)cn1)c1ccco1,-9,-4,3,-1,-2,1,1,5,4.7
CC(C)n1cc(CN2CCC(Oc3ccc(C(=O)N4CCCCC4)cc3)CC2)cn1,-7,12,3,2,-7,-3,0,·,-1.4
CCn1nc(C)c(/C=N\NC(=O)c2cccc(OC)c2)c1C,-11,1,-1,-3,-1,-4,2,-4,-0.1
C/C(=N\NC(=O)c1cccnc1)c1nnn(-c2nonc2N)c1C,9,-8,-4,4,1,-2,1,2,-0.5
COc1ccc(C(=O)COc2ccc3ccc(=O)oc3c2)c(OC)c1,-10,10,-3,3,2,9,3,-1,0.6
CC(=O)C1CCC2C3CC(C)C4=CC(=O)CCC4(C)C3C(=O)CC12C (stereo not given),-18,15,3,-12,1,6,1,·,-1.6
O=C(CC1OC(=O)c2ccccc21)NCC1COc2ccccc2O1 (stereo not given),-5,2,-2,-1,1,8,2,3,-1.8
COc1ccc(COC(=O)CCS(=O)(=O)c2ccc(C)cc2)cc1F,-6,8,-2,-5,0,1,2,-7,-4.2
COc1cc(/C=C2\SC(=S)N(Nc3ncc(C(F)(F)F)cc3Cl)C2=O)ccc1O,-169,27,-47,39*,6,-18,25,51*,115*
COCCn1c(=O)[nH]c2cc(C(=O)N3CCN(c4cc(C)ccc4C)CC3)ccc2c1=O,-18,5,2,-21,-2,8,7,3,0.2
CC(=O)c1c(C)n([O-])c2cc(C)ccc2[n+]1=O,22,-2,4,3,-2,-8,0,-8,3.9

# Nothing new here: entries from further up.
SMILES,CRFBP-R2 block,M5 antag,CHRM5 PAM,CHRM4 antagonist,M5 ag,CHRM4 PAM,M4 ag,IDE inh,CRFBP-R2 agonist
CC1(C)CC(NC(=O)COc2ccc3ccccc3c2)CC(C)(C)N1,-8,-2,8,-4,-2,-4,1,-3,-0.2
Cc1cc(NC(=O)C(C)SCC(=O)Nc2ccc(Br)cc2Br)no1 (stereo not given),-12,4,5,-4,0,1,2,1,-0.7
C=CC[n+]1c(C)csc1Nc1cccc(Br)c1,-1,6,3,-8,-7,-3,-2,2,-4.9

# (cont.)
SMILES,CRFBP-R2 block,M5 antag,CHRM5 PAM,CHRM4 antagonist,M5 ag,CHRM4 PAM,M4 ag,IDE inh,CRFBP-R2 agonist
COc1cnc(-c2ccccc2)nc1Oc1ccc(Cl)cc1C,3,6,1,-8,-4,3,1,-1,-1.8
CC(C)N(C(=O)Cn1c(-c2ccccc2Cl)nc2ccccc21)c1ccccc1,1,14,-5,10,0,-2,0,-1,-0.9
O=C(Nc1ncc(Cc2ccccc2)s1)c1cccs1,-25,-8,3,9,2,1,0,-1,0.1
O=C(Nc1ccncc1)C1CCN(S(=O)(=O)c2ccc(Cl)cc2)CC1,-1,15,-5,3,2,-7,6,-1,0.0
O=C(Cn1cccc1C(=O)c1ccccc1)NCCc1ccc(Cl)cc1,13,5,2,-3,-4,2,1,1,-0.6
O=C(CN1C(=O)c2ccccc2C1=O)NC(Cc1ccccc1)C(=O)O (stereo not given),-8,17,-1,-3,-1,4,1,·,-1.5
O=C(NCC1CCCO1)c1onc(CSc2ccccc2F)c1C(=O)O (stereo not given),10,7,-1,-1,3,5,1,-2,-1.6
CCOC(=O)c1ccc(S(=O)(=O)N(CCO)Cc2cc3cc(OC)c(OC)cc3[nH]c2=O)cc1,7,10,-5,-7,0,-7,0,3,-2.0
Cc1ccc(N2C(=O)CC(N3CCN(c4ccccn4)CC3)C2=O)cc1 (stereo not given),-7,10,-4,-11,-2,7,0,3,3.1
O=C1CC(N2CCN(c3ccccc3)CC2)C(=O)N1c1cccc(Br)c1 (stereo not given),2,3,-4,-1,1,-1,1,3,-0.5
COc1cc(/C=c2\s/c(=C(/C#N)C(=O)N3CCCC3)n(-c3ccccc3)c2=O)ccc1O,-44,5,-7,3,5,-1,10,28*,67*
Cc1cc(=O)oc2cc(OCC(=O)OCC(=O)NCCc3ccccc3)ccc12,-24,18,-9,-8,-2,-1,9,4,1.4
COc1ccc(CCNC(=O)CCCCCN2C(=O)[C@@H]3Cc4ccccc4CN3C2=O)cc1OC,14,10,-4,-1,4,-2,11,0,-0.4
CN(C)CCNC(=O)C(=O)NCC1OCCN1S(=O)(=O)c1ccc2c(c1)OCCO2 (stereo not given),-12,-8,11,-7,0,6,1,-2,-1.7
O=C(CCc1ccc(Oc2cc([N+](=O)[O-])cc([N+](=O)[O-])c2)cc1)Nc1cccc(Cl)c1,-12,14,-15,12,-5,-10,4,-3,-0.7
Cc1cc(Br)c(S(=O)(=O)n2nnc3ccccc32)cc1C,-6,-13,4,-13,-1,15,1,5,-0.2
O=C(N/N=C(\CC(=O)c1cccs1)C(F)(F)F)c1cccnc1,9,-10,13,-11,-3,8,1,1,-0.8
Cc1cc(=O)n2c3ccccc3n(C)c2n1,2,1,-6,-8,2,7,1,·,-0.6
Cc1ccc(NC(=O)Cn2cc(C=O)c3ccccc32)cc1C,11,15,-14,4,10,-7,16,1,-0.6
COc1cccc(CN(C)CC(=O)Nc2cc(S(=O)(=O)N3CCCC3)ccc2Cl)c1OC,18,11,-18,-9,-2,-8,7,·,1.1
COc1ccc(C)cc1NC(=O)c1nnn(Cc2cccc(C(F)(F)F)c2)c1N,0,-7,2,-3,-2,-4,1,-3,1.8
O=C(Nc1cccn(Cc2c(Cl)cccc2Cl)c1=O)C1CC1,3,-20,9,-7,-7,4,2,2,1.2
Cc1ccc(CN2C(=O)CSC(C)C2=O)cc1 (stereo not given),1,1,3,2,-8,-2,0,0,0.8
CCOC(=O)c1c(C)c(C)n2c1NC(=O)C2,·,13,-7,12,2,-2,1,·,·
CN(CC1CCCN(CCc2ccc(F)cc2)C1)C(=O)CCC(F)(F)F (stereo not given),-1,-3,0,6,-11,-6,0,-2,1.4
Cc1ccccc1NC(=O)NC1(C(=O)N2CCCC2)CCCCC1,4,-5,6,-18,-2,10,0,-7,0.3
COc1ccccc1C(=O)NC(=O)CSc1nncn1C(C)C,-4,-1,3,4,2,13,2,2,1.2
CC(=O)c1cccc(NC(=O)C(C)OC(=O)c2cc(C)oc2C)c1 (stereo not given),11,-1,1,1,-3,3,1,·,-1.2
Nc1ccc(S(=O)(=O)N2CCOCCOCCOCCOCCOCC2)cc1,7,12,5,8,-2,4,0,1,1.8
COc1ccc(-n2cc(CN3CCCC3)c(-c3cccc(F)c3)n2)cc1,-6,8,-1,0,0,1,2,4,-0.4
O=C(O)c1ccc(Sc2nnc3ccccn23)c([N+](=O)[O-])c1,-3,3,4,-7,3,1,0,0,-0.4
CCOC(=O)C[C@H]1c2cc(C(F)(F)F)ccc2S(=O)(=O)N1C(C)C,7,11,4,3,-1,3,2,-7,-2.5
COc1cc(NC(=O)COC(=O)/C=C/c2ccc(OC)c(OC)c2)cc(OC)c1,4,-3,8,-16,-8,3,10,5,-3.0
CCOC(=O)c1sc(=NC(=O)c2ccc(C)c(C)c2)n(C)c1C,5,3,-1,5,1,4,1,4,-0.4
COc1ccc(C(=O)O)c(O)c1,5,-4,0,-2,3,-2,1,-5,0.1
Cc1ccc2nc(-c3ccc(N4C(=NC(=O)CCC(=O)O)SC5CS(=O)(=O)CC54)cc3)sc2c1 (stereo not given),-10,-4,-1,-2,-1,5,4,2,-1.9
COCCn1c(=NC(=O)c2ccco2)sc2cc(C(=O)OC)ccc21,-2,-7,2,-5,-3,2,1,-3,-3.9
COc1cccc(S(=O)(=O)NCc2ccc(C(=O)N3CCN(c4ccccc4)CC3)cc2)c1,-9,-11,6,2,3,-5,7,3,0.0
Cc1cccc(C)c1OCCn1nnc2ccccc21,-8,5,-7,1,3,-6,3,1,0.5
Cc1cc(NC(=O)Nc2ccccc2[N+](=O)[O-])n(C)n1,0,-6,5,-19,1,4,2,0,1.4
CC1CCN(C(=O)COC(=O)c2ccc(F)c(S(=O)(=O)N3CCOCC3)c2)CC1,6,0,2,-16,-2,6,3,-4,0.1
CCOC(=O)C1=C(CN2CCc3ccccc32)NC(=O)NC1c1cc(C)ccc1C (stereo not given),-53,-4,5,-12,-8,-5,-2,2,-3.2
CC(NS(=O)(=O)c1ccc(OCC(=O)N2CCCC2)cc1)c1ccccc1 (stereo not given),9,12,-1,2,-1,1,1,0,-0.3
